LmPK inhibitor = inhibitors of Leishmania mexicana pyruvate kinase | 0.37% of 290,000 active | Q27686 | AID 1721 | purified LmPK, Kinase-Glo ATP luminescence, 1 h | Potency, µM (top dose mostly 57.5 µM), for inactives: at the top dose activity change, negative = inhibition, hits mostly inhibitors; note: potency is the fitted concentration of half-maximal effect
Target sequence (Q27686 whole entry, looked up): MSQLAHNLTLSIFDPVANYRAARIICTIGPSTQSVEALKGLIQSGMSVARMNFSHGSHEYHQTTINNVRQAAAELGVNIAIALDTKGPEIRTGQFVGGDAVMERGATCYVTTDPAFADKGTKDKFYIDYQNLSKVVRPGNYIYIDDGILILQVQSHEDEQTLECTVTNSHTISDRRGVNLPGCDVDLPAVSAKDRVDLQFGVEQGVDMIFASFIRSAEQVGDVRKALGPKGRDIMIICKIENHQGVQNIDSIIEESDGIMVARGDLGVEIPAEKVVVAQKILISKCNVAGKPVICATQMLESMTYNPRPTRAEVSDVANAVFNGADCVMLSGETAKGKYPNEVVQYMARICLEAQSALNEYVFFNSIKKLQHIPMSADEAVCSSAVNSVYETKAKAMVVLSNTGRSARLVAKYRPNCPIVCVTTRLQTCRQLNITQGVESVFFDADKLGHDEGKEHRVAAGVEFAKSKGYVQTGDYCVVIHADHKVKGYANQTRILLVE
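0.1 nM LmPK, 0.5 mM PEP, 0.1 mM ADP; 50 mM imidazole pH 7.2, 7 mM MgCl2, 50 mM KCl; 1 h RT. Kinase-Glo luminescence readout, normalized to no-enzyme (full inhibition) and uninhibited wells.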
Sm TGR inh = inhibitors of Schistosoma mansoni thioredoxin glutathione reductase | Q962Y6 | purified TGR, DTNB reduction, TNB absorbance 405 nm | Potency, µM (highest dose often 114 µM), without a hit: at the top dose activity change, negative = inhibition, actives largely listed as inhibitors | 3% of 360,000 active; note: potency is the fitted concentration of half-maximal effect; nearly all actives have a fitted effect of over 60% in size
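First, TGR (20 nM dispensed) and NADPH were mixed with compound. Second, a 15 min room-temperature incubation followed. Third, further NADPH and then DTNB were added to start the reaction. Finally, TNB absorbance was monitored kinetically.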
HCMV inh = human cytomegalovirus inhibition. AID 1259415. 4.5% of 410,000 active. HFF cells, HCMV-luciferase reporter, 72 h; hits give low values. activity change, negative = inhibition, % at 57.5 µM; in the data active = activity change below about -60%; inconclusive = no clear call, values can overlap the other calls; inactive = above about -39%
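Steps: HFFs plated, 16 h 37C; compounds added; HCMV-luciferase added to MOI 1 PFU/cell; 72 h 37C; OneGlo reagent, 5 min room temperature; luminescence read, normalized to controls.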
AmpC inh detg = inhibitors of E. coli AmpC beta-lactamase with detergent. 0.041% of 370,000 active. AID 485294. Potency, µM (highest dose often 114 µM), for inactives: top-dose activity change, negative = inhibition, hits mostly inhibitors. AmpC hydrolysis of nitrocefin, absorbance 480 nm, 0.01% Triton. P00811;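 note: potency is the fitted concentration of half-maximal effect; 0% = no-compound wells and -100% = no-enzyme wells; nearly all actives have a fitted effect of over 25% in size; some results filed as inactive show a strong effect at the top dose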
Target sequence (P00811 whole entry, looked up): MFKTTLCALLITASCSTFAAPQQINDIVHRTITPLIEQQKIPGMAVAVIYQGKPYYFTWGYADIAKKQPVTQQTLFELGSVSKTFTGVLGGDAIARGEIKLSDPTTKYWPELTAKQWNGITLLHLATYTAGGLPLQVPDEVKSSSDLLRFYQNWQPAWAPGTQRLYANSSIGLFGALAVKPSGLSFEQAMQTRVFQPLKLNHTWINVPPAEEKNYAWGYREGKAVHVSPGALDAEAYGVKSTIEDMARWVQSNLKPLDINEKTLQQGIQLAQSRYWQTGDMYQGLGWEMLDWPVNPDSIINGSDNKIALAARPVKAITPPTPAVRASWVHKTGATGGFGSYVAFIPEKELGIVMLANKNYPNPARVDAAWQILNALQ
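20 mM phosphate pH 7.0 + 0.01% (detergent screen) or 0.0001% Triton X-100; 5.3 nM AmpC reagent; cpd preinc 15 min RT; nitrocefin (800 uM stock) to start; A480 q20 s × 4 min; Activity was normalised to no-enzyme and no-compound control wells.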
TbPYK inhibitor = blocks Trypanosoma brucei pyruvate kinase; TbPYK enzyme, Kinase-Glo Plus ATP luminescence, 45 min; Potency, µM (highest dose often 76.8 µM), inactives show top-dose activity, negative = inhibition, actives largely listed as inhibitors; Q57TT1; AID 624173; 0.12% of 410,000 active; note: potency is the fitted concentration of half-maximal effect; nearly all actives have a fitted effect of over 50% in size
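Glycolytic pyruvate kinase of T. brucei was incubated with substrate, test compound and 130 uM ADP for 45 minutes at room temperature. Luminescent Kinase-Glo Plus signal was measured after 10 minutes.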
AmpC no deterg = blocks E. coli AmpC beta-lactamase in detergent-free assay | P00811 | AmpC nitrocefin hydrolysis, absorbance 480 nm, 0.0001% Triton | Potency, µM (titrated, usually from 57.1 µM), for the others: top-dose activity change, negative = inhibition, usual class: inhibitors | 0.52% of 330,000 active | AID 485341;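 note: potency is the fitted concentration of half-maximal effect; plate controls were no compound for no effect and no enzyme for full effect; nearly all actives have a fitted effect of over 20% in size; some results filed as inactive show a strong effect at the top dose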
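AmpC (5.3 nM in the dispensed reagent) in 20 mM phosphate pH 7.0 with 0.01% (detergent screen) or 0.0001% Triton X-100 was preincubated with compounds for 15 min at room temperature. Nitrocefin was then added from an 800 uM solution, and hydrolysis was followed at 480 nm.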
AMA1-RON2 inh = AMA1-RON2 (P. falciparum) interaction inhibition. AlphaScreen AMA1-biotinylated RON2 peptide binding. Potency, µM (top dose mostly 58.2 µM), inactives show at the highest dose activity change, negative = inhibition, usual class: inhibitors. 0.2% of 360,000 active;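 note: potency is the fitted concentration of half-maximal effect; 0% = vehicle wells and -100% = peptide control; nearly all actives have a fitted effect of over 45% in size; some results filed as inactive show a strong effect at the top dose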
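AMA1 (3D7) with his tag at 25 nM final met compounds first, then biotinylated RON2 peptide at 25 nM; detection used donor plus acceptor beads, 10 µg/mL apiece, read by AlphaScreen after 30 min at room temperature.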
* hit, by the source's call; ? = inconclusive; . = not tested or not shown; [ ] = dose if it differs, or a comment. Unless noted, calls come from the whole dose curve; as a rule, active = well fitted curve in the direction sought with a large enough effect; inconclusive = small, poorly fitted or top-dose-only effect, or another doubt; inactive = no such curve, though single readings can be large; an effect the other way counts as inactive or inconclusive. Unless noted, % is set by controls: 0 for no effect and ±100 for the full control effect.

SMILES | LmPK inhibitor | Sm TGR inh | HCMV inh | AmpC inh detg | TbPYK inhibitor | AmpC no deterg | AMA1-RON2 inh
CC(C)C1=NN(C(=O)c2ccccc2)C(O)(C(C)(C)C)C1 (stereo not given) | 0% | 3% | -30 | 3% | -3% | -2% | 84%[activator]
COCCc1nnc(NC(=O)C(C)C)s1 | -1% | -1% | 26 | 3% | 5% | -7% | 26%
CC(C)c1ccc(N2C(=O)N(Cc3cccc([N+](=O)[O-])c3)c3ccccc3S2(=O)=O)cc1 | . | 13% | -34 | 9% | -6% | . | .
Cc1ccc(Oc2nc(CN3CCOCC3)nc3sc4c(c23)CCC(C)C4)cc1 (stereo not given) | 3% | -19% | 16 | -9% | 4% | 148%[activator] | ?
COc1ccc(N(CC(=O)Nc2cc(C)ccc2OC)S(=O)(=O)c2c(C)noc2C)cc1 | 4% | 10% | -33 | -12% | 1% | 56% | 18%
COC(=O)C1=C(c2ccc(-c3ccccc3)c(F)c2)C[C@@H]2CC[C@H]1N2C(=O)NC(C)C | . | -7% | -6 | -7% | 3% | 179%[activator] | -1%
Cc1nc(CSc2ccccc2)cc(=O)[nH]1 | -4% | -2% | -25 | ? | 4% | -13% | 9%
COC(=O)/C(=C\Nc1ccccc1N)c1ncc(C(F)(F)F)cc1Cl | -1% | -7% | 1 | 3% | 2% | 10% | 16%
Cc1ccc(-c2c[n+](CC(=O)Nc3nc(-c4ccc(F)cc4)cs3)c3n2CCC3)cc1 | 0% | -3% | ? | -11% | 3% | 162%[activator] | -2%
CCOC(=O)c1ccccc1NC(=O)c1nn(C)c2c1COc1ccccc1-2 | . | ? | ? | 0% | -3% | . | .
CCC(C)NC(=O)c1cc2cc3ccc(OC)cc3nc2s1 (stereo not given) | -23% | -4% | 63 | 1% | -2% | -3% | -1%
CCCCCCCc1ccc(C2NC(=S)NC3=C2C(=O)c2ccccc23)cc1 (stereo not given) | -3% | 3% | . | ? | -4% | -30% | 68%[activator]
CN1/C(=C\C(=O)C[n+]2ccc3ccccc3c2)C(C)(C)c2ccccc21 | -4% | -18% | -97* | -6% | -1% | 13% | -13%
O=C1NC(=O)N(c2ccccc2)C(=O)/C1=C\C=C\c1ccccc1 | 4% | 14µM* | 41 | -3% | ? | -54% | 3%
COc1ccc(CCNC(=O)[C@@H](NC(N)=O)C(C)C)cc1 | 2% | 2% | -14 | ? | 4% | 2%[11.4 µM] | -8%
Cn1ccnc1SCCNC(=O)CCc1nnc(CCc2ccccc2)o1 | -1% | 11% | ? | 0% | 1% | 54% | 18%
CCOc1cccc2sc(N(CCN(CC)CC)C(=O)c3ccc(S(=O)(=O)N4CCCCC4)cc3)nc12 | 2% | 6% | -15 | 0% | -1% | 82%[activator] | 0%
Cc1ccc2[nH]c(=O)c(CN(CC3CCCO3)C(=S)NCc3ccco3)cc2c1 (stereo not given) | 4% | -19% | -13 | -10% | 0% | 7% | -10%
CCOc1ccc(C2c3c(oc4ccc(C)cc4c3=O)C(=O)N2c2nc(C)c(C)s2)cc1OC (stereo not given) | . | -11% | 9 | 0% | -4% | . | .
Clc1ccc(CN=C2Nc3ccccc3CS2)cc1 | 1% | 6% | 20 | -1% | 0% | -48% | 2%

In the list so far, 4 contain an aryl methoxy group.
SMILES | LmPK inhibitor | Sm TGR inh | HCMV inh | AmpC inh detg | TbPYK inhibitor | AmpC no deterg | AMA1-RON2 inh
COc1ccc(N(CC(=O)Nc2cc(C)ccc2OC)S(=O)(=O)c2c(C)noc2C)cc1 | 4% | 10% | -33 | -12% | 1% | 56% | 18%
CCC(C)NC(=O)c1cc2cc3ccc(OC)cc3nc2s1 (stereo not given) | -23% | -4% | 63 | 1% | -2% | -3% | -1%
COc1ccc(CCNC(=O)[C@@H](NC(N)=O)C(C)C)cc1 | 2% | 2% | -14 | ? | 4% | 2%[11.4 µM] | -8%
CCOc1ccc(C2c3c(oc4ccc(C)cc4c3=O)C(=O)N2c2nc(C)c(C)s2)cc1OC (stereo not given) | . | -11% | 9 | 0% | -4% | . | .

Later entries:
SMILES | LmPK inhibitor | Sm TGR inh | HCMV inh | AmpC inh detg | TbPYK inhibitor | AmpC no deterg | AMA1-RON2 inh
CCCCn1c(CCC(=O)O)nc2cc(S(=O)(=O)N3CCCC3)ccc21 | . | . | -21 | . | 2% | -1% | -14%
COc1ccc(NC(=O)CN(C)C(=O)c2cccc(S(=O)(=O)N3CC4(C)CC3CC(C)(C)C4)c2)cc1 (stereo not given) | . | 5% | -12 | -12% | -1% | 137%[activator] | -2%
CN(C)c1ccc(C2Nc3ccccc3C(=O)N2NS(C)(=O)=O)cc1 (stereo not given) | -3% | -3% | 80 | -1% | 2% | -11% | -3%
c1ccc2sc(-c3ccc4c(c3)OCO4)nc2c1 | 10µM* | 6% | . | ? | ? | -20% | 67%[activator]
CC1S/C(=N/N=C2CCCCC2)NC1=O (stereo not given) | 0% | 9% | 48 | -2% | -6% | -20% | 13%
COC(=O)c1ccccc1NC(=O)C1=CC(c2ccc3c(c2)OCO3)=NS(=O)(=O)N1C | . | 0% | 18 | 15% | 6% | . | .
CCn1c(=O)c(C(=O)NNC(=O)c2cccc(Cl)c2)c(O)c2ccccc21 | 6% | 3% | ? | -5% | 1% | -41% | 91%[activator]
CC(=O)c1ccc(NC(=O)C2CCCC2)cc1 | 3% | 0% | 20 | -20% | 1% | -6% | 0%
COc1ccc(C(=O)CC(=O)O)c2c1C=CC(C)(C)O2 | -3% | 0% | 14 | ? | 6% | -27% | -15%
Cc1c(CCC(=O)N2CCC(C(=O)O)(c3ccccc3)CC2)c(=O)oc2cc3oc4c(c3cc12)CCCC4 | -3% | -16% | -1 | -13% | -8% | -29% | 6%

As entered above:
AmpC no deterg result of `CC(=O)c1ccc(NC(=O)C2CCCC2)cc1` → -6%
AMA1-RON2 inh result of `COc1ccc(N(CC(=O)Nc2cc(C)ccc2OC)S(=O)(=O)c2c(C)noc2C)cc1` → 18%

The list goes on.
SMILES | LmPK inhibitor | Sm TGR inh | HCMV inh | AmpC inh detg | TbPYK inhibitor | AmpC no deterg | AMA1-RON2 inh
CN1C(=O)/C(=C2\SC(=S)N(CC3CCCO3)C2=O)c2ccccc21 (stereo not given) | 1% | 0% | . | -17% | . | -9% | .
CCOCCCNC(=O)CCNC(=O)c1cc(OC)c(OC)c(OC)c1 | -1% | 0% | 40 | -7% | 9% | 1% | -6%
O=C(O)C1C2C=CC(C2)C1C(=O)NCc1cccnc1 (stereo not given) | 1% | -2% | -17 | ? | -1% | -24% | 17%
COC(=O)c1cc(CNC(=O)CC(C)c2ccccc2)ccc1OC (stereo not given) | 4% | -1% | 6 | -10% | -2% | -4% | -4%
CCOC(=O)c1c(C)nc2sc3c(=O)n(-c4ccc(C(C)=O)cc4)cnc3c2c1-c1ccc(Cl)cc1 | -3% | 0% | -20 | -1% | -9% | 0% | -14%
O=C(CCCNC(=O)c1ccc(Cl)cc1)OCc1cccc(Br)c1 | . | -2% | 23 | ? | 10% | -1% | 17%
COc1ccc(C/C(N)=N/OC(=O)Cc2ccccc2)cc1OC | 1% | 1% | 14 | 7% | 2% | 29% | 14%
O=C1CN(S(=O)(=O)c2ccc(Br)cc2)c2ccccc2N1 | -4% | -1% | 4 | -14% | -7% | -20% | 3%
O=[N+]([O-])c1ccc2c(c1)S(=O)c1ccccc1-2 (stereo not given) | -2% | -25% | -8 | ? | -2% | -13% | -3%
Cc1cc(=O)oc2c3c4c(cc12)OCCN4CCC3 | 10% | -22% | 20 | 4% | 5% | -22% | 27%
COc1nnc(-c2ccc(C)c(S(=O)(=O)NCC3CCCO3)c2)c2ccccc12 (stereo not given) | -5% | -11% | 3 | -1% | 1% | 70%[activator] | -2%
Cc1ccccc1CNC1CCCCC1 | -4% | 2% | 35 | -9% | -10% | -11% | 25%
Cc1cccnc1NC1OC(=O)c2ccccc21 (stereo not given) | 1% | 1% | -9 | 4% | -7% | -18% | -13%
O=C(Cc1cccc(NC(=O)C2CCCN(C(=O)C3CCCC3)C2)c1)Nc1ccc(C(=O)N2CCCCC2)cc1 (stereo not given) | . | . | -2 | . | 0% | . | -6%
Cc1ccc(S(=O)(=O)Cc2cccc(C(=O)N3CCOCC3)c2)cc1 | 4% | -1% | -6 | ? | -2% | -7% | 1%
COc1cccc(CNC(=O)c2ccc(OC)c(S(=O)(=O)NC3CCCC3)c2)c1 | . | 2% | 1 | ? | -1% | -21% | 10%
COc1ccccc1C1=NOC(COC(=O)c2ccc3ccccc3n2)C1 (stereo not given) | 1% | 2% | 4 | -1% | 3% | 3% | 6%
CCCCNC(=O)Cn1c(=O)oc2cc(S(=O)(=O)N3CC(C)CC(C)C3)ccc21 (stereo not given) | 15% | -11% | 1 | -7% | 0% | -4% | 3%
O=C(C[N+]12CCC(CC1)C(CO)C2)c1ccc([N+](=O)[O-])cc1 (stereo not given) | 8% | -12% | 1 | 3% | -1% | 33%[activator] | 10%
O=C(Cc1ccc(-n2c(=O)[nH]c3ccccc3c2=O)cc1)N1CCN(c2cccc(Cl)c2)CC1 | 2% | -11% | ? | -12% | 0% | 46% | -14%
CN1CCCC1(C)C(=O)Nc1ccc(-n2cccc2)cc1 (stereo not given) | . | . | 22 | . | 0% | . | -13%
Cc1ccc(Cn2c(=O)c3cccnc3n(CC(=O)Nc3cc(Cl)ccc3C)c2=O)cc1 | . | 6% | 7 | 0% | 0% | . | .
O=[N+]([O-])c1cc(O)c(O)c([N+](=O)[O-])c1 | . | -23% | -9 | ? | 1% | -20% | 90%[activator]
Cc1cc2c(c(SCC(=O)N(C)c3ccccc3)n1)C(=O)OC2 | 3% | -9% | 3 | -12% | -3% | -9% | 3%
COc1ccc(CCNC(=O)C(=O)Nc2nccs2)cc1OC | 1% | -2% | 16 | -13% | 0% | 0% | 39%[activator]
Cn1c(SCC(=O)NNC(=O)c2ccc(Br)cc2)nnc1-c1cccnc1 | 4% | -2% | -10 | ? | -3% | -8% | 92%[activator]
CN1CCN(S(=O)(=O)c2cccc(C(=O)Nc3nccs3)c2)CC1 | 1% | 0% | 14 | -6% | 3% | 9% | 0%
COc1ccccc1N(CC(=O)NCCN1CCOCC1)S(=O)(=O)c1ccccc1 | -3% | 102%[activator] | 22 | -9% | 0% | -4% | 1%
CCc1cccc(CC)c1NC(=O)COC(=O)c1ccccc1-c1nc2ccccc2s1 | 1% | -2% | 1 | -7% | 39%[activator] | -14% | -11%
Cc1ccc(S(=O)(=O)N2CCCC2CNC(=O)C(=O)NCc2ccc3c(c2)OCO3)cc1 (stereo not given) | . | . | -26 | . | 1% | . | -8%
